Source: PubChem (several laboratories)
IDE cell activ: activators of human insulin-degrading enzyme in cells. P14735. HEK cells, FAbeta-B cleavage, fluorescence polarization; 0% vehicle, 100% cell-free pure enzyme wells. activation, % at 5.96 µM. 340,000 tested, 0.073% active. AID 493087;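 active = activation above the mean of all tested compounds plus 3 SD, set per screening campaign, cut at about 17% in these data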
PfM18AAP inh: blocks P. falciparum M18 aspartyl aminopeptidase; inhibition, % at 7.35 µM; 290,000 tested, 1.2% active; recombinant PfM18AAP, H-Glu-NHMec fluorogenic cleavage;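 active = inhibition above the campaign mean inhibition over all tested compounds plus 3 SD, cut at about 28% in these data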;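 also: 0% = plate median of test compound wells and 100% = 2 mM ZnCl2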
IDE cell inh: inhibits human insulin-degrading enzyme in HEK cells | P14735 | 320,000 tested, 0.41% active | FAbetaB cleavage, fluorescence polarization | inhibition, % at 5.59 µM;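 active = percent inhibition above the average of all tested compounds plus 3 SD, set per screening campaign, cut at about 16% in these data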;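 also: IDE supplied by intact live HEK cells; FP after avidin binding of uncleaved biotin substrate so inhibition keeps polarization high; 0% = DMSO wells and 100% = 60 µM reference IDE inhibitor Ii1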
p-CIP stab down: lowers stability of the mouse p/CIP coactivator protein. Q05BA5. F442A p/CIP-EGFP cells, EGFP fluorescence, 16 h. decrease of EGFP signal, % at 10 µM. 290,000 tested, 0.01% active. AID 1984;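 active = EGFP signal decrease of at least 30% at 10 µM or well 3 SD below plate mean, unless failing retest; inactive = the rest, including hits failing retest or dose response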; also: some compounds called inactive have numbers as strong as hits; many of its hits are not listed in these tables
MEKK3 PB1 HTS: MEKK3-MEK5 PB1 interaction, increase or decrease; Q99759; bead-based flow cytometry, Alexa488-MEK5 binding to MEKK3; actives lie on both sides; 0 = blocked by unlabeled MEK5, 100 = vehicle; binding response (% of control), % at 10 µM; 290,000 tested, 1.4% active; AID 1529;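 active = binding response more than 3 SD above or below the average of its plate-row segment, actives on both sides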;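 also: Alexa488 bead fluorescence after subtracting the streptavidin-only scavenger bead signal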
Target sequence (Q99759 whole entry, looked up): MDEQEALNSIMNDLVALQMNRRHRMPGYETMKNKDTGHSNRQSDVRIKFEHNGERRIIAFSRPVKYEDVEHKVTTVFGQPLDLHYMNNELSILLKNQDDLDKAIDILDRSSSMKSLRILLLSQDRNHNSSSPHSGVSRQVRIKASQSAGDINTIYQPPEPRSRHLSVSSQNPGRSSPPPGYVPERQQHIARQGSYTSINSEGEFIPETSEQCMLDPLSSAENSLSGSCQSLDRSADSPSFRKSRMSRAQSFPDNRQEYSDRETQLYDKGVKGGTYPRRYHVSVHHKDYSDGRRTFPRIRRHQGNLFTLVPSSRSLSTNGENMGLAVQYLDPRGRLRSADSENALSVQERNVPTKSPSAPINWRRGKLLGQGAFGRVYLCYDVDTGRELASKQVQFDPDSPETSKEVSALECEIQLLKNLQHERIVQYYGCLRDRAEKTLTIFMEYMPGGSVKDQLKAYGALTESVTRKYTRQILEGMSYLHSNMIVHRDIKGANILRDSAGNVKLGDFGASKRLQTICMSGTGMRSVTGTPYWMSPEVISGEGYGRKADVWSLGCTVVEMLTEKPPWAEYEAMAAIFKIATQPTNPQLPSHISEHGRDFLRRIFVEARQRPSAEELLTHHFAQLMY
NALP1 yeast inh: NALP1 inhibition. inhibition, % at 10 µM. AID 2071. 280,000 tested, 0.61% active. S. cerevisiae NALP1/ASC/caspase-1 growth, X-gal OD620, 72 h; in the data active = inhibition mostly above about 24%, no sharp cut-off; inactive = mostly below about 32%; also: some compounds called inactive have numbers as strong as hits
MEKK2 mut-MEK5: signal of MEK5 binding to mutant human MEKK2 PB1 domain; bead flow cytometry, Alexa488-MEK5 binding to MEKK2 mutant; percent response, % at 10 µM; 290,000 tested, 0.35% active; AID 1530; in the data active = percent response above about 24%, passing the limit was not always enough; also: inactives centre near 1; some results filed as inactive read as strong as hits; reference of the scale not given here
SUMO HTRF inh: blocks human SUMOylation mediated by UBC9; P63279; HTRF SUMOylation assay, SAE1/SAE2 + UBC9, in vitro; inhibition, % at 35 µM; 290,000 tested, 0.36% active; in the data active = inhibition above about 50%, passing the limit was not always enough; also: strong numbers were not always called active
Target sequence (P63279 whole entry, looked up): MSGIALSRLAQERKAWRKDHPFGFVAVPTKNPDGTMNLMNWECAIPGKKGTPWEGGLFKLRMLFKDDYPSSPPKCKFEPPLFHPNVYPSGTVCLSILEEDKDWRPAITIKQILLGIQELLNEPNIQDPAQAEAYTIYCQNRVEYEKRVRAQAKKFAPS
MEKK2 WT-MEK5: raises or lowers MEK5 binding to wildtype human MEKK2 PB1 domain | binding response (% of control), % at 10 µM | Q9Y2U5 | 290,000 tested, 1.1% active | AID 1531 | bead flow cytometry, Alexa488-MEK5 binding to MEKK2 WT; actives lie on both sides; in the data active = binding response below about 67% or above about 130%
* = called active by the depositor; nt = no result given; & = joins results of further samples. These rows are one share of the data; the hit share may differ from the screen's.

Each structure is followed by: IDE cell activ | PfM18AAP inh | IDE cell inh | p-CIP stab down | MEKK3 PB1 HTS | NALP1 yeast inh | MEKK2 mut-MEK5 | SUMO HTRF inh | MEKK2 WT-MEK5
COc1ccc(C2SCC(=O)Nc3c2c(=O)[nH]n3C2CCCCCC2)cc1 (stereo unspecified)
→ 0 | -1 | -3 | 4 | 102 | 5 | -1 | 17 | 97
C=CCn1c(O)c(C(C)=Nc2ccc(N(C)C)cc2)c(=O)[nH]c1=O
→ -1 | 30* | 6 | 0 | 98 | 3 | -2 | -6 | 93
Cc1cccc(N2C(=O)/C(=C/c3ccc(CN(CCC#N)S(C)(=O)=O)o3)C(=O)NC2=S)c1
→ 4 | 15 | 1 | 2 | 105 | -2 | 8 | 12 | 109
COc1cccc(-n2c(/C=C/c3ccccn3)nc3ccccc3c2=O)c1
→ 2 | -10 | nt | 5 | 109 | -8 | 9 | -4 | 103
O=c1c2ccccc2nc(-c2cccs2)n1-c1cnccn1
→ 1 | -5 | -3 | -8 | 107 | 20 | 14 | 2 | 113
COC(=O)[C@@H]1C[C@]2(C(=O)O)c3ccccc3N(OOSc3ccccc3)[C@@H]2N1C(=O)OC
→ 5 | nt | 4 | nt | 108 | nt | 7 | nt | 108
N/C(=N\[N+](=O)[O-])N1CCN(C(=O)c2ccccn2)CC1
→ 3 | 0 | -5 | -4 | 103 | 16 | 1 | 6 | 106
CCOc1ccc(N2C(=O)/C(=C/c3ccc(C)o3)C(=O)NC2=S)cc1
→ -2 | 13 | 1 | -1 | 86 | 8 | -5 | -9 | 87
CC(=NCc1cccnc1)c1c(O)n(-c2ccc(Cl)cc2)c(=O)[nH]c1=O
→ 1 | -9 | 6 | -3 | 100 | 0 | -3 | 14 | 95
COc1cc2c(cc1C=O)OCO2
→ 5 | 0 | 2 | -25 | 97 | 22 | 13 | -15 | 90
CN[C@@H]1C[C@@H](c2ccc(Cl)c(Cl)c2)c2ccccc21
→ nt | 6 | -3 | -4 | 106&105 | 14 | 11&23 | -14 | 142*
CCCS(=O)(=O)N1CCC(C(=O)N2CCC3(CC2)OCCO3)CC1
→ -2 | -1 | 4 | -9 | 91 | -3 | -7 | -2 | 90
COc1ccc(C(=O)C2CCCN(C3CSCCSC3)C2)c(C)c1 (stereo unspecified)
→ 6 | 1 | 0 | 0 | 88 | 17 | -7 | 0 | 97
O=C(c1ccncc1)C12CN3CN(CN(C3)C1)C2
→ 3 | -9 | -1 | 0 | nt | 5 | nt | 1 | nt
O=C(COc1ccc2ccccc2c1)N1CCN(CC2CC3C=CC2C3)CC1 (stereo unspecified)
→ 4 | -2 | 6 | -19 | 100 | -2 | 11 | 5 | 106
COc1ccc(NC(=O)c2cn(CCC#N)nc2-c2ccccc2)cc1
→ 3 | 3 | 4 | -5 | 104 | 14 | 6 | 7 | 110
CCC(C)n1c(O)c(C=NCC2CCCO2)c(=O)[nH]c1=S (stereo unspecified)
→ 1 | 3 | 12 | -13 | 102 | -7 | 4 | 7 | 102
O=Cc1cn(Cc2cccc(F)c2)c2ccccc12
→ 0 | 1 | -2 | -17 | 97 | 26 | -1 | -14 | 98
Cn1c(O)c(C=NCCCC(=O)O)c(=O)n(C)c1=O
→ 0 | -2 | 4 | -6 | 97 | 12 | -4 | 15 | 99
COC(=O)C1=CO[C@@H](C)[C@@H]2CN(CCc3c[nH]c4ccccc34)CC[C@H]12
→ 1 | nt | -1 | nt | 103 | nt | 4 | nt | 112
COc1nc2ccccc2nc1N1CCN(C)CC1
→ 2 | 0 | nt | 2 | 101 | 37 | -2 | 0 | 105
CCOC(=O)c1c(C)[nH]c(C)c1C(=O)C(Cc1ccccc1)N(C)C (stereo unspecified)
→ 2 | 4 | -6 | 2 | 102 | 10 | 5 | 20 | 110
COc1cc2c(cc1OC)-c1c(OC)c(OC)cc3c1[C@H](C2)N(C)CC3
→ 0 | 4 | -2 | -8 | 105 | 28 | 2 | 17 | 102
NNc1n[nH]c(=S)n1N
→ -2 | 42* | -6 | -11 | 97 | nt | -14 | 17 | 101
O=C(c1cccc(Cl)c1)C1CCCN(Cc2ccon2)C1 (stereo unspecified)
→ 4 | -12 | -5 | -8 | 101 | 5 | -3 | 23 | 94
Cc1cc(/C=C2\C(=O)NC(=O)N(c3ccccc3)C2=O)c(C)n1-c1ccc(C(=O)O)c(Cl)c1
→ 7 | 2 | nt | -13 | 106 | 14 | 3 | 9 | 105
Cc1cc(OC(=O)CCNC(=O)OC(C)(C)C)c2c3c(c(=O)oc2c1)CCC3
→ -7 | -5 | 4 | -12 | 98 | 1 | 0 | 12 | 98
CCOC(=O)C(O)(c1ccc(NC(=O)NC2CCCCC2)cc1)C(F)(F)F (stereo unspecified)
→ 4 | -2 | 2 | -2 | 107 | -2 | 6 | 7 | 103
COc1ccc(OC)c(N=Cc2c(O)[nH]c(=O)[nH]c2=O)c1
→ -1 | -3 | 7 | 2 | 93 | 17 | -1 | 16 | 99
COc1cccc2c1O[C@H]1C(=O)CC[C@H]3CN(C)CCC231 (stereo partly specified)
→ 0 | nt | -3 | nt | 103 | nt | 6 | nt | 104
O=C(N/N=C/c1c(O)n(C2CC2)c(=S)[nH]c1=O)c1ccccc1Cl
→ -5 | 8 | -1 | -12 | 99 | 3 | -2 | 10 | 97
Cc1cccc(CN(C)C)c1OC(=O)N(C)C
→ 1 | -3 | 3 | -11 | 99 | -3 | 0 | -8 | 95
CCC(C)n1c(O)c(C=NCCN2CCOCC2)c(=O)[nH]c1=S (stereo unspecified)
→ 2 | -2 | -1 | -5 | 99 | 2 | -3 | 8 | 95
CCCCn1c(=O)c(C=Nc2cc([N+](=O)[O-])ccc2OC)c(O)n(CCCCl)c1=O
→ -2 | -1 | 2 | -16 | 96 | 28 | 3 | 18 | 100
C/C=C/CC1(CC)C(=O)NC(=S)NC1=O
→ -3 | 2 | 3 | 7 | 96 | 25 | 4 | 19 | 103
O=c1c2ccccc2nc(-c2ccco2)n1-c1ccccn1
→ 2 | 7 | 3 | 5 | 98 | 6 | 2 | 6 | 101
c1ccc2c(CNC3CCCCCC3)c[nH]c2c1
→ -5 | -6 | 3 | -16 | 106 | 2 | 14 | -13 | 110
O=c1[nH]c(=S)[nH]c(O)c1N=Nc1cc2c(cc1[N+](=O)[O-])OCO2
→ -2 | -8 | -3 | -14 | 99 | -10 | -1 | -2 | 94
CN(CCCCC(=O)/C=N/O)Cc1ccccc1 (tested in a mixture with another compound)
→ 5 | -9 | -1 | -6 | 99 | 4 | -1 | 9 | 104
CC1CCN(S(=O)(=O)c2ccc(NN=C(C#N)C#N)cc2)CC1
→ nt | -15 | 2 | -15 | 99 | 9 | -3 | -11 | 96
COC(=O)C1=C(c2ccccc2)C[C@@H]2CC[C@H]1N2C(=O)NC1CCCCC1
→ 1 | nt | 0 | nt | 107 | nt | 3 | nt | 106
COc1ccc(CCNC(=O)COC(=O)Cc2ccccc2)cc1
→ 4 | 3 | 4 | -7 | 103 | 21 | 13 | 5 | 96
Cc1ccccc1-n1c(C)nc2ccccc2c1=O
→ 5 | 2 | -2 | -11 | 101 | 10 | -6 | -3 | 95
O=c1c2ccccc2nc(CSc2ncnc3nc[nH]c23)n1-c1ccccc1Cl
→ 1 | 12 | 2 | 6 | 96 | 10 | 3 | 8 | 106
Cc1[nH]c2ccccc2c1C(=O)C(=O)N1CC2CC(C1)c1cccc(=O)n1C2 (stereo unspecified)
→ 4 | -3 | 3 | -1 | 112 | 28 | 1 | 11 | 109
CC(C)n1c(=O)c(C=Nc2ccc(S(N)(=O)=O)cc2)c(O)n(Cc2ccco2)c1=O
→ 5 | 1 | 14 | -33 | 105 | 36 | 1 | 32 | 104
CC1=NN(c2ccccc2)C(=O)/C1=C/c1c(O)[nH]c(=O)[nH]c1=O
→ 2 | 12 | 3 | 7 | 74 | -2 | -14 | 1 | 82
CC(=O)c1ccc(OCC(=O)N2CCCC(N3CCN(c4ccccc4C)CC3)C2)cc1 (stereo unspecified)
→ 2 | -1 | -5 | 1 | 102 | 0 | 5 | -17 | 105
CCc1ccccc1N1C(=O)/C(=C/c2ccc(N3CCN(C)CC3)o2)C(=O)NC1=S
→ -20 | 10 | 1 | -7 | 92 | 14 | -4 | 24 | 91
CC1(C)CC(=O)C(C=NCCN2CCN(C(=O)Cc3ccc(Cl)cc3)CC2)=C(O)C1
→ 2 | -4 | 0 | -11 | 94 | 11 | -7 | 23 | 87
COC(=O)C1=C(C)OC(N)=C(C#N)C12C(=O)Nc1ccccc12 (stereo unspecified)
→ 1 | 0 | 1 | -9 | 104 | 12 | 2 | 12 | 102
COc1ccccc1N1CCN(Cc2cc(C)c(C)cc2O)CC1
→ 4 | -1 | 1 | -1 | nt | 4 | nt | -1 | nt
C=C1C(=O)O[C@@H]2C[C@@H](C)[C@H]3C=CC(=O)[C@]3(O)C[C@@H]12
→ 1 | nt | 3 | -14 | 99 | 9 | 0 | -3 | 102
CN(C)CC1CCCCC1=O (stereo unspecified)
→ 3 | -3 | -13 | -4 | 95 | 9 | -3 | 4 | 99
CCN(CC)CCCN=Cc1c(O)n(Cc2ccc(F)cc2)c(=O)[nH]c1=O
→ -7 | -4 | 1 | -6 | 105 | 0 | 3 | -2 | 107
COc1ccc(N=Cc2c(O)n(Cc3cccs3)c(=O)[nH]c2=O)cc1
→ 2 | 10 | 5 | 3 | 91 | -5 | -11 | 30 | 87
Cc1nn(Cc2ccc(Cl)cc2Cl)c(Cl)c1C(=O)NC1CCCc2ccccc21 (stereo unspecified)
→ 1 | -15 | 0 | -32 | 90 | 31 | -3 | 14 | 92
Cc1ccc(-n2c(O)c(C=NCCN3CCOCC3)c(=O)[nH]c2=O)cc1
→ 9 | -3 | 1 | -24 | 101 | 6 | 14 | -1 | 99
O=C1NCN(c2ccccc2)C12CCNCC2
→ -1 | 6 | 1 | 5 | 103 | 4 | 1 | 18 | 110
CCCc1nc2ccccc2c(=O)n1-c1ccc(O)cc1
→ 6 | 1 | 2 | -10 | 102 | -3 | 3 | 6 | 99

Further compounds follow:
Each structure is followed by: IDE cell activ | PfM18AAP inh | IDE cell inh | p-CIP stab down | MEKK3 PB1 HTS | NALP1 yeast inh | MEKK2 mut-MEK5 | SUMO HTRF inh | MEKK2 WT-MEK5
CN(C)CCNC(=O)c1cccn(Cc2cccc(C(F)(F)F)c2)c1=O
→ nt | -11 | 0 | -3 | 104 | 10 | -3 | 2 | 97
Cc1sc2ncn(CC(=O)NCCCC(=O)N3CCC4(CC3)OCCO4)c(=O)c2c1C
→ -2 | 3 | 3 | -3 | 106 | 0 | 3 | -3 | 108
COc1cccc(N2C(=O)CC(=O)NC2=O)c1
→ 2 | -6 | 4 | -6 | 101 | -22 | 2 | 12 | 103
O=C(O)C1C2CC3CC(C2)CC1(n1ncc(N2CCC4(CC2)OCCO4)c(Cl)c1=O)C3 (stereo unspecified)
→ -1 | 0 | 5 | -2 | 92 | 12 | -3 | -2 | 99
CCCCC(=O)N/N=C/c1c(O)n(CC)c(=S)n(CC)c1=O
→ 3 | 3 | 0 | 10 | 98 | 13 | 9 | -51 | 104
CSc1nnc(C2CCNCC2)n1C
→ 1 | -10 | 4 | -11 | 104 | -38 | 5 | 4 | 115
CCCCCc1nc2ccccc2c(=O)n1-c1ccc(Cl)cc1[N+](=O)[O-]
→ -2 | 2 | 2 | -6 | 88 | 24 | -2 | -28 | 93
CCC(C)C(NC(=O)CCCNC(=O)CCC(=O)OC1O[C@H]2OC3(C)CC[C@H]4[C@H](C)CCC(C1C)C24OO3)C(=O)O (stereo partly specified)
→ -1 | 8 | -14 | 2 | 107 | 34 | 9 | -7 | 107
